mouse EphA4 binding = EphA4 ligand-binding antagonists – biochemical, colorimetric, mouse EphA4, primary screen (AID 689); EphA4-AP binding to KYL peptide, pNPP A405; higher % means a stronger effect; inhibition, % at 10 µM; hits with a dose series show IC50 in µM; 0.1% of 62,000 active; in the data active means a potency from the dose series; inactive means the rest, 99 in 100 with inhibition below about 22%
The depositor's hits bear a star. This is a subset, so the mix of outcomes need not match the whole.

SMILES	mouse EphA4 binding
Cc1ccc(C(=O)c2cc3ccccc3o2)cc1C	2.4%
CCC(C)C(NC(=O)C1CCC(C)CC1)C(=O)NC(C(=O)OC)C(C)C (centres undefined)	-4.6%
Cc1cc(=O)c2cc(Br)ccc2[nH]1	-1.8%
COc1cc(NS(=O)(=O)c2ccc(NC(=O)COc3ccccc3Cl)cc2)nc(OC)n1	1.2%
Clc1ccc(-c2noc(COc3ccc4ccccc4c3)n2)cc1	-1.2%
Cc1cc(C(=O)OCC(=O)Nc2cc(C(F)(F)F)ccc2N2CCOCC2)c(C)o1	-12.2%
CC(C)CCNC(=O)c1ccccc1[N+](=O)[O-]	14.5%
COc1ccc(C2=CC=C(c3ccc(OC)cc3)C2)cc1	2.6%
O=C(CN1CCC(O)(c2ccc3c(c2)OCO3)CC1)N1CCOCC1	-7.4%
CCn1c(SCc2ccc(F)cc2)nnc1-c1nn(-c2ccccc2)ccc1=O	-9.2%
COc1ccc(CSc2nc3ccccc3[nH]2)cc1	-7.2%
N#Cc1c(N)nc2c(c1N)CC(=O)N2c1ccccc1-c1ccccc1	-5.7%
Cc1nnc(-c2cccc(Br)c2)c2cn(-c3ccc(Br)cc3)nc12	-3.1%
c1ccc(Cn2c(-c3cccs3)nc3nc4ccccc4nc32)cc1	-2.8%
O=C1C(=O)N(c2nccs2)C(c2cccc(Cl)c2)/C1=C(\O)c1ccc(Cl)cc1 (centres undefined)	8.0%
COc1ccccc1CC(=O)N1CCN(c2ccc([N+](=O)[O-])cc2)CC1	-4.6%
CCc1c(O)nc(SCC(=O)N2CCCCC2)n(-c2ccccc2C)c1=O	-2.1%
Cc1ccc(Nc2c([N+](=O)[O-])ccc3c2=NC2(CCCCC2)N=3)cc1	5.1%
CN=C(NC#N)SCC(=O)c1ccc(Cl)cc1Cl	-2.8%
CC(C)(C)OC(=O)N1CCC(c2cc(=O)n3[nH]c(-c4ccc(Cl)cc4)cc3n2)CC1	-1.6%
Cc1c(NC(=O)c2cccs2)cccc1C(=O)O	-12.9%
Oc1ccc2ccccc2c1C=NCc1cn2ccsc2n1	7.6%
CC1(C)CC(=O)c2cnc(N3CCc4ccccc4C3)nc2C1	14.2%
O=C(COc1ccccc1)Nc1nonc1NC(=O)COc1ccccc1	-7.8%
Cc1ccc(CO/N=C(\N)c2nonc2N)c(C)c1	7.9%
CCOC(=O)CCn1nc(-c2ccccc2)cc1N	10.7%
Cc1ccc(-n2ncnc2-c2cccc(Cl)c2)cc1Cl	0.3%
O=C(Cc1cccs1)N1CCC(c2nc3c(nnn3Cc3ccc(F)cc3)c(=O)[nH]2)CC1	-8.4%
CC1(c2ccc(Cl)c(Cl)c2)NC(=S)N2C1NC(=S)N2c1ccccc1 (centres undefined)	2.7%
CCCC(=O)c1cc(F)c(N2CCN(CCC#N)CC2)cc1C	-2.5%
CCOC(=O)c1c(NC(=O)c2ccc([N+](=O)[O-])cc2)sc2c1CCCCC2	-7.0%
O=C(NC(=S)Nc1ccc2oc(-c3cccc(Br)c3)nc2c1)c1ccco1	-4.7%
CC(=O)c1c(O)c(C)c(-c2ccccc2)n(-c2ccccc2)c1=O	-1.0%
Cc1nn(-c2ccccn2)c2c1-c1nc(N3CCOCC3)ncc1CC2	11.0%
COc1ccc(OC)c(C2=Nn3c(nnc3-c3cccc(OC(C)C)c3)SC2)c1	-9.4%
Cc1ccc(C2CN=NC23CCc2ccccc2C3=O)cc1 (centres undefined)	-12.0%
Cc1cccc(NC(=O)CC2Nc3cccc4cccc(c34)NC2=O)c1 (centres undefined)	-10.2%
COc1ccc2occ(C(=O)c3ccccc3)c2c1	15.8%
Cc1nnc(SCCC(C)C)[nH]c1=O	-1.7%
CN(C(=O)COc1ccc2ccccc2c1)c1ccccc1	4.1%
COC(=O)C1CN(S(=O)(=O)c2ccc(C)cc2)CCN1S(=O)(=O)c1ccc(C)cc1 (centres undefined)	-1.2%
CCCCn1c(CN2CCN(C(=O)OCC)CC2)nc2c1c(=O)[nH]c(=O)n2C	-12.9%
c1ccc(Cc2nnc3sc(-c4ccc5c(c4)OCCO5)nn23)cc1	5.2%
O=C(NCC(=O)N(CC1CCCO1)C1(C(=O)NC2CCCCC2)CCCCC1)c1ccccc1 (centres undefined)	0.7%
O=C(NCCC1=CCCCC1)c1ccc(=O)oc1	-11.1%
O=C(OCC(=O)c1c[nH]c2ccccc12)c1ccco1	-5.3%
Cc1ccccc1Sc1ncnc2onc(C)c12	-1.3%
CC1(C)Cc2c(C#N)c(SCc3nc4ccccc4[nH]3)nc(N3CCOCC3)c2CO1	-3.5%
Cn1c(=O)c2c(ncn2CCCc2ccccc2)n(C)c1=O	-1.9%
O=C(O)C(c1ccccc1)C1(O)CCCC1 (centres undefined)	-9.4%
CCOCc1nnc(NC(=O)c2c(OC)cccc2OC)s1	-10.1%
Cc1ccc(NC(=O)/C(=C\c2cccc([N+](=O)[O-])c2)NC(=O)c2cccs2)cc1	-16.2%
CCOc1ccc2ccccc2c1C=C1C(=O)NC(=S)NC1=O	8.2%
Cc1ccc(NC(=O)COC(=O)CN2CSCC2=O)cc1C	-8.6%
COc1ccc(N2CCN(C(=S)Nc3cccc(C)c3)CC2)cc1	-15.9%
COc1cc(C(=O)O)c(-n2c(C)ccc2C)cc1OC	13.2%
COc1ccc(S(=O)(=O)N(CCCN2CCOCC2)Cc2ccc(OC)c(OC)c2)cc1	-9.6%
COC(=O)C(NNc1ccccc1)(NC(=O)c1ccc(F)cc1)C(F)(F)F (centres undefined)	-1.8%
Cc1cccc(C(C)(C)C)c1OCCCCN1CCCC1	9.9%
O=C(C1=C(O)C(=O)N(Cc2ccco2)C1c1ccccc1)c1cccs1 (centres undefined)	-9.3%

Sorted by count of non-hydrogen atoms (ascending): part of the list above.
SMILES	mouse EphA4 binding
O=C(O)C(c1ccccc1)C1(O)CCCC1 (centres undefined)	-9.4%
Cc1ccccc1Sc1ncnc2onc(C)c12	-1.3%
COC(=O)C(NNc1ccccc1)(NC(=O)c1ccc(F)cc1)C(F)(F)F (centres undefined)	-1.8%

Later entries.
SMILES	mouse EphA4 binding
CC(/C=C/c1cccs1)=C\C(=O)O	4.5%
COc1cc(/C=C2\SC(=S)N(C(Cc3ccccc3)C(=O)O)C2=O)ccc1O (centres undefined)	11.9%
O=C(CN1C(=O)C2CC=CCC2C1=O)OCCN1C(=O)c2ccccc2C1=O (centres undefined)	-12.3%
COc1c(-c2cc(-c3ccccc3)n[nH]2)c(O)c(OC)c2occc12	-2.8%
CCCc1cc(=O)[nH]c(SCCOc2ccc(Cl)cc2)n1	-11.1%
Cn1ccnc1C(O)(c1nnc(-c2ccccc2)o1)C(F)(F)F (centres undefined)	0.4%
CCC(NC(=O)C1(C)CC1(Br)Br)c1ccc(C)cc1 (centres undefined)	-4.8%
CCCCCn1c(=NC(=O)c2ccco2)c(C(=O)OCC)cc2c(=O)n3ccccc3nc21	0.9%
NC(=O)c1c(N)sc(=S)n1CC1CCCO1 (centres undefined)	5.9%
Cc1ccc(C(=O)Nc2ccc(Br)c(C(F)(F)F)c2)cc1	-7.2%
CCOC(=O)c1c(N)sc(C(=O)Nc2ccccc2F)c1C	-3.1%
O=C(CSc1nnnn1-c1cccnc1)NCc1cccs1	-20.5%
C=CCSc1nc2ccccc2n1C(=O)/C=C/c1ccc(OC)c(OC)c1	-3.0%
c1ccc(OCCCN2CCCC2)cc1	7.4%
Cc1nc(-c2ccc(S(=O)(=O)N3CCCCCC3)cc2)cs1	-6.8%

Nothing new here: entries from further up.
SMILES	mouse EphA4 binding
Cc1ccc(C(=O)c2cc3ccccc3o2)cc1C	2.4%
CCC(C)C(NC(=O)C1CCC(C)CC1)C(=O)NC(C(=O)OC)C(C)C (centres undefined)	-4.6%
Cc1cc(=O)c2cc(Br)ccc2[nH]1	-1.8%

The list goes on:
SMILES	mouse EphA4 binding
O=C(O)CSC1c2ccccc2C(=O)N1Cc1ccccc1 (centres undefined)	-6.2%
Cc1nc(-c2ccc3c(c2)OCO3)cs1	2.4%
COc1nc(-c2cccs2)cc(-c2ccc(C)cc2)c1C#N	-5.2%
CCC(=O)Nc1sc2c(c1C(=O)Nc1cccc3ccccc13)CCCCC2	2.6%
O=C(Nc1c[nH]c(=O)[nH]c1=O)c1ccc2c(c1)C(=O)N(c1ccccc1-c1ccccc1)C2=O	-8.2%
CN(C)c1ccc(CN(C(=O)COc2ccc(F)cc2)C2CCS(=O)(=O)C2)cc1 (centres undefined)	-14.3%
CCN(CC(=O)Nc1c(C(=O)OC)[nH]c2ccc(C)cc12)c1ccc2c(c1)OCO2	-0.5%
O=C(CN1CCOCC1)n1c2ccccc2c2ccccc21	-1.8%
O=C(CSc1nnnn1C1CCCC1)Nc1ccc2c(c1)OCCO2	-10.6%
O=C(/C=C/c1ccccc1)NC(=S)Nc1ccc(Br)cn1	-10.5%
CN1CCN(Cc2cc(=O)oc3cc4c(cc23)CCC4)CC1	1.0%
Cc1cc(C)cc(CSCC(=O)N/N=C/c2ccc(OCC(=O)NCc3ccco3)cc2)c1	-1.8%
Cc1cc2c(c(=O)n1Cc1cccnc1)C(c1cccs1)C(C#N)=C(N)O2 (centres undefined)	-16.3%
O=C1c2ccccc2C(Nc2ccc3c(c2)OCCO3)N1c1ccc(Cl)cn1 (centres undefined)	1.3%
Nc1c(-c2ccccc2)cnn1-c1ccc(C(=O)O)cc1	-8.1%
CCOc1c(OC(C)=O)ccc(/C=C/c2ccc3cccc(OC(C)=O)c3n2)c1[N+](=O)[O-]	-4.3%
COc1ccc(CN2CNc3nc4ccccc4n3C2)cc1	2.2%
Cc1ccc(C(=O)OCC(=O)Nc2sc3c(c2C#N)CCCCC3)cc1NC(=O)c1ccco1	1.0%
CCN(CCO)c1ncnc2c1sc1nc(C(C)C)c3c(c12)CC(C)(C)OC3	9.9%
CNC(=S)NNC(=O)c1cccn(Cc2ccc(Cl)cc2Cl)c1=O	-8.1%
COC(=O)c1cccc(NC(=O)c2cccnc2)c1	-10.4%
C/C(=C\c1ccco1)C1C(C#N)=C(N)Oc2n[nH]c(-c3ccc(C)cc3)c21 (centres undefined)	9.4%
Cc1oc2c(C)c(O)ccc2c(=O)c1-c1cnn(-c2ccccc2)c1	-13.3%
O=c1oc(-c2cccc(F)c2)nc2cc(Cc3ccc4c(=O)oc(-c5cccc(F)c5)nc4c3)ccc12	2.6%
COc1ccccc1Cn1c(=O)c2ccccc2n2c(Sc3ncnc4sccc34)nnc12	-3.0%
COc1ccc(C/C(N)=N/OC(=O)c2cccc([N+](=O)[O-])c2)cc1	3.1%
CCc1ccc(NC(=O)C(=O)NCC(O)c2ccccc2)cc1 (centres undefined)	-6.9%
O=C(Cc1ncc(C(F)(F)F)cc1Cl)Nc1cccc(Br)c1	0.2%
CC(=O)c1ccc(N2CCN(C(=O)c3ccc(Br)cc3)CC2)c(F)c1	0.4%
Cc1ccc(C#N)c(SCc2cc3c(cc2Cl)OCO3)n1	-11.0%

5 records picked at random from those above:
SMILES	mouse EphA4 binding
COC(=O)c1cccc(NC(=O)c2cccnc2)c1	-10.4%
Cc1ccc(C#N)c(SCc2cc3c(cc2Cl)OCO3)n1	-11.0%
C/C(=C\c1ccco1)C1C(C#N)=C(N)Oc2n[nH]c(-c3ccc(C)cc3)c21 (centres undefined)	9.4%
COc1ccccc1Cn1c(=O)c2ccccc2n2c(Sc3ncnc4sccc34)nnc12	-3.0%
CC(=O)c1ccc(N2CCN(C(=O)c3ccc(Br)cc3)CC2)c(F)c1	0.4%

Additional compounds.
SMILES	mouse EphA4 binding
N/C(=N\OC(=O)c1ccc(Cl)cc1Cl)c1ccccc1	6.1%
CCOC(=O)N1CCC(NC(=O)c2cc(C(=O)NCc3ccc(F)cc3)ccc2CO)CC1	4.6%
O=C(Nc1ccc(Cl)cc1)Nc1nnc(-c2ccccc2Cl)s1	-3.6%
Cc1ccc(S(=O)(=O)c2nc(Nc3ccccc3N3CCOCC3)sc2Cl)cc1	4.4%
COc1ccc(Cl)cc1Nc1nc(N)nc(C(F)(F)F)n1	-18.4%
CCc1cc2c(C)c(CC)c(=O)oc2cc1OCC(C)=O	-3.5%
O=C(Nc1cccc(-c2cn3ccccc3n2)c1)c1cccc(Br)c1	-5.7%
COc1ccc(C(=O)O/N=C2/C(=O)N(C)c3ccccc32)cc1OC	4.5%
CCN1C(=O)NC2C1N(S(C)(=O)=O)CCN2S(C)(=O)=O (centres undefined)	-3.1%
CCOc1ccc(S(=O)(=O)NCc2ccc(F)cc2)c2cccnc12	-9.5%
O=C(COC(=O)C1CCCN1C(=O)OCc1ccccc1)c1ccc(-c2ccccc2)cc1 (centres undefined)	30.3%
COc1ccccc1NC(=O)CSc1ncnc2c1oc1ccccc12	1.9%
CCN(CC)c1ccc(NC(=O)c2cc([N+](=O)[O-])ccc2Cl)cc1	9.2%
COc1cc2c(C(=O)NCc3ccc4c(c3)OCO4)cn(C)c(=O)c2cc1OC	-6.7%
CC(=O)c1c(C(C)=O)c(C)n(Cc2ccc3c(c2)OCO3)c1C	-2.3%
CC1(C)Cc2c(sc3nc(-c4cccs4)n(N)c(=O)c23)CO1	-5.1%
Cc1ccc(CNC(=O)c2cccc(-n3cnnn3)c2)cc1	-1.4%
O=C(N/N=C/c1cccc(OC2CSC2)c1)c1ccccc1O	-17.0%
CCOC(=O)CN1CC23C=CC(O2)C(C(=O)NCc2ccc(C)cc2)C3C1=O (centres undefined)	6.2%
CN(CC(=O)N1CCc2ccccc21)S(=O)(=O)c1cccs1	-11.6%
CCOC(=O)c1c(NC(C)=O)sc2c1CCC(C=O)=C2Sc1ccccc1	2.26µM*
Cc1cc(NC(=O)c2cn(C3CCCCC3)c(=O)c3c2c2ccccc2n3C)no1	-1.6%
Cc1ccc(C)c(NC(=O)C2CC(=O)N(C(C)C)C2)c1 (centres undefined)	4.5%
COC(=O)C1=C(C)N=C2SC(C#N)=C(N)N2C1c1ccc(OCc2ccccc2)cc1 (centres undefined)	-9.0%
CCOc1ccccc1/C=C1/C(=O)NN(c2ccccc2)C1=O	-0.1%
Cc1ccc(-c2nn3c(C)nnc3c3ccccc23)cc1S(=O)(=O)N1CCN(CCO)CC1	-8.9%
COc1ccc(CCN(C(=O)C(F)(F)F)C(C(=O)NC2CCCC2)c2cccs2)cc1 (centres undefined)	5.0%
Cc1ccc(-c2cc(-c3ccc(Cl)cc3)c(C#N)c(N)n2)o1	7.1%
O=C(NCCCN1CCC(Cc2ccccc2)CC1)C1CCC(=O)N1C1CCCC1 (centres undefined)	10.4%

Records listed so far that bear a hit mark in mouse EphA4 binding.
SMILES	mouse EphA4 binding
CCOC(=O)c1c(NC(C)=O)sc2c1CCC(C=O)=C2Sc1ccccc1	2.26µM*
